Assay outcomes: PubChem, several laboratories
Tat export inh – blocks Tat-dependent protein export in E. coli | inhibition, % at 10 µM | actives 0.036% (n = 340,000) | E. coli MC4100 TorA-mCherry Tat export, fluorescence;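 active = mean replicate inhibition at least 50% and at least half of replicates individually reaching 50%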;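 note: exported cargo escapes ClpAP degradation while cytoplasmic cargo is degraded and loses fluorescence; 0% = median of neutral control wells and 100% = median of NaSCN control wells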
Wnt bcat act – Wnt/beta-catenin pathway activation. Wnt/beta-catenin reporter cell assay, activator, plate reader. actives 1.2% (n = 300,000). activation, % at 9.35 µM; in the data active = activation above about 30%, passing the limit was not always enough;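 note: 0% = neutral control wells and 100% = positive control wells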
CAL PDZ FP-1 – inhibitors of human CAL PDZ peptide binding | purified CAL PDZ, TMR-peptide fluorescence polarization, 1 h | actives 0.92% (n = 300,000) | AID 602252 | inhibition, % at 24.9 µM | Q9HD26;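 active = mean inhibition of at least 30% with at least half of replicates also reaching 30%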;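 note: 0% = DMSO neutral control and 100% = excess unlabeled competitor peptide PRC23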
cardiac RTF act – cardiac RTF calcium sensitization. P19429+P45379. IANBD-labeled TnC RTF fluorescence at EC20 calcium; 0% EC20 calcium, 100% full calcium. activation, % at 7.2 µM. actives 0.24% (n = 340,000);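 active = activation above the mean over all tested compounds plus 3 SD, cut at about 30% in these data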;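 note: rise in fluorescence read as greater calcium sensitivity of cardiac thin filaments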
dFosB activator – enhances mouse delta FosB homodimer DNA binding. purified delta FosB, TAMRA-CDK5 oligo fluorescence polarization; percent of positive-control signal above neutral wells. activation, % at 25 µM. actives 0.99% (n = 340,000). AID 493131;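 active = mean activation above about 17%, with every replicate also reaching it, limit read from the data, passing the limit was not always enough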;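 note: fluorescence polarization rise as delta FosB binds a TAMRA Cdk5 AP-1 oligo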
Target sequence (P13346 whole entry, looked up): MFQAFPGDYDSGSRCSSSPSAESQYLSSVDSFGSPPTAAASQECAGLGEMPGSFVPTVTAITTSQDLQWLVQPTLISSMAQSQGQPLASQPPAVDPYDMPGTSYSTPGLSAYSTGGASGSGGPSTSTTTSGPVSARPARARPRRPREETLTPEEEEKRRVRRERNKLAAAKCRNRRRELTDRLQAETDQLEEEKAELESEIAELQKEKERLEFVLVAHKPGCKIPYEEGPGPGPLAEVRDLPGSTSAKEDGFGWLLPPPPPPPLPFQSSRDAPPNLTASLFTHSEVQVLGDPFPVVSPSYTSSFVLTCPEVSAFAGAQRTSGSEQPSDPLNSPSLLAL
MITF act – activators of MITF-driven TRPM1 promoter activity in SK-MEL-5 cells; SK-MEL-5 TRPM1-promoter luciferase, 24 h; % of positive control, neutral wells = 0; activation, % at 12.5 µM; actives 0.75% (n = 300,000); AID 588334;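 active = mean activation of at least 80% with every replicate also reaching 80%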;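 note: 0% = neutral control wells and 100% = parthenolide positive control wells; values of inactives mirror those of a sister screen read the other way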
V-ATPase pH – yeast V-ATPase proton transport regulation by pHLuorin | S. cerevisiae, pHLuorin cytosolic pH fluorescence | response, % at 10 µM | actives 0.37% (n = 350,000); in the data active = response mostly above about 7.3%, no sharp cut-off; inactive = mostly below about 5.4%; note: actives read high; inactives centre near 0; some compounds called inactive have numbers as strong as hits; reference of the scale not given here
CDK5 inh – inhibitors of human CDK5/p35 kinase; Q00535+Q15078; Recombinant CDK5/p35, ADP-Glo luminescence, 60 min; inhibition, % at 10 µM; actives 0.01% (n = 330,000); AID 488839;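 active = highest replicate inhibition of at least 50% and at least 75% of replicates reaching 50%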;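 note: plate controls were DMSO neutral control for no effect and GW8510 at 10 µM for full effect; many of its hits are not listed in these tables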
Target sequence (Q00535 whole entry, looked up): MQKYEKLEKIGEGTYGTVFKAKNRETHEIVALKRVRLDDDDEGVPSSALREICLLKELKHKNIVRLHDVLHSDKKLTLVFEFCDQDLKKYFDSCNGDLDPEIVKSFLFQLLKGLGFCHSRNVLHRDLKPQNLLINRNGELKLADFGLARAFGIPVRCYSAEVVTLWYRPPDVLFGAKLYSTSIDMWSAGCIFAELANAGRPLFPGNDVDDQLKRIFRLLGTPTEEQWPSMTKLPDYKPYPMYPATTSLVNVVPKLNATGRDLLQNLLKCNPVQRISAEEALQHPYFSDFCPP
Target sequence (Q15078 whole entry, looked up): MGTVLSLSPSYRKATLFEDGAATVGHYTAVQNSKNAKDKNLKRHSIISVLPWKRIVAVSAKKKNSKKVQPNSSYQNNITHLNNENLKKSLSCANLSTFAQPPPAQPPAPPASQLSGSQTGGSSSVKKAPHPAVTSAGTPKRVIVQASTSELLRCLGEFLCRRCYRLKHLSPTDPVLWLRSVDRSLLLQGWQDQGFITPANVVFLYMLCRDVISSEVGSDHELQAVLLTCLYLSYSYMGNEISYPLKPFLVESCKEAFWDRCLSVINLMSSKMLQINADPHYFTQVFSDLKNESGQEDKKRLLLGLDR
CAL PDZ FP-2 – inhibitors of human CAL PDZ peptide binding; purified CAL PDZ, TMR-peptide fluorescence polarization, 1 h; inhibition, % at 20 µM; Q9HD26; AID 504414; actives 0.02% (n = 330,000);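 active = highest replicate inhibition of at least 40%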;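 note: plate controls were DMSO neutral control wells for no effect and unlabeled competitor peptide control wells for full effect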
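System: tagged CAL PDZ domain. Schedule: 1 h room-temperature incubation prior to read. Signal: fluorescence polarization (mP). Measure: percent inhibition from loss of millipolarization.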
Rtt109 Vps75 – C. albicans Rtt109 histone acetyltransferase inhibition | Q5AAJ8 | AID 540336 | inhibition, % at 34.9 µM | actives 0.16% (n = 330,000) | purified Rtt109/Vps75, ThioGlo CoA-SH fluorescence, 4 h;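 active = inhibition of at least 50% in every replicate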
* hit, by the source's call; nt = not tested or not shown.

Values run as follows: Wnt bcat act, V-ATPase pH, CDK5 inh, Tat export inh, Rtt109 Vps75, dFosB activator, MITF act, CAL PDZ FP-1, cardiac RTF act, CAL PDZ FP-2
CC(=O)c1c(C(C)=O)c(C)n(Cc2ccccc2)c1C
 : 6, 4, -0.2, -4, 1, -4, -12, -1, 1, -3.1
O=C(c1ccc(N2C(=O)C3CC=C(Cl)CC3C2=O)cc1)N1CCOCC1 (stereo unspecified)
 : -1, -2, 0.4, -8, -3, 1, -4, -2, -2, -2.3
COc1cc(NC(=O)COc2ccccc2Cl)ccc1NC(=O)c1cccs1
 : -8, 4, 1.3, 2, 15, -6, 35, -1, 0, -2.5
Cc1ccc(CSc2nnc(-c3ccncc3)n2C)cc1
 : -1, 1, -1.2, -2, 25, -7, nt, -2, 4, -4.1
C=CCSc1nc2[nH]ncc2c(=O)[nH]1
 : 4, -1, -0.4, 3, nt, 2, -15, 0, 0, -2.9
O=C(NCCN1CCOCC1)C1CCN(Cc2ccccc2O)CC1
 : -2, 0, 2.0, 6, -5, -2, nt, nt, 8, 0.7
O=C(OCC#CCSc1nnc(-c2ccc([N+](=O)[O-])cc2)o1)c1cccs1
 : 5, -2, -1.3, 0, -3, -5, 1, 1, -3, -1.1
O=C(CCSc1ccccc1)NCCSCc1ccccc1
 : 4, -1, -0.2, 4, -7, 1, -11, -10, 4, -2.9
O=C(O)C1=CC[C@@H](c2ccc(Cl)cc2)N(S(=O)(=O)c2ccc(Cl)cc2)C1
 : 10, -1, -1.0, 0, 5, -10, -8, -5, -3, -0.6
Cc1cc(C(=O)N/N=C/c2ccc(N3CCOCC3)cc2)c(C)o1
 : 0, -1, 0.1, 3, 3, -7, 49, nt, 4, 0.1

Exported as labelled records: part of the list above
smiles: C=CCSc1nc2[nH]ncc2c(=O)[nH]1
  Wnt bcat act = 4; V-ATPase pH = -1; CDK5 inh = -0.4; Tat export inh = 3; Rtt109 Vps75 = nt; dFosB activator = 2; MITF act = -15; CAL PDZ FP-1 = 0; cardiac RTF act = 0; CAL PDZ FP-2 = -2.9

smiles: O=C(NCCN1CCOCC1)C1CCN(Cc2ccccc2O)CC1
  Wnt bcat act = -2; V-ATPase pH = 0; CDK5 inh = 2.0; Tat export inh = 6; Rtt109 Vps75 = -5; dFosB activator = -2; MITF act = nt; CAL PDZ FP-1 = nt; cardiac RTF act = 8; CAL PDZ FP-2 = 0.7

Next results:
Values run as follows: Wnt bcat act, V-ATPase pH, CDK5 inh, Tat export inh, Rtt109 Vps75, dFosB activator, MITF act, CAL PDZ FP-1, cardiac RTF act, CAL PDZ FP-2
CCN(C(=O)Nc1cccc(Cl)c1)c1ccccc1
 : -1, 0, -0.6, 0, -3, -5, -4, nt, -2, 0.9
CCCCn1c(N)c(N(CCC(C)C)C(=O)c2ccc3c(c2)OCO3)c(=O)[nH]c1=O
 : -3, -2, 1.5, -12, 29, -5, 5, 0, 5, -1.1
CN(CC(=O)N1CCc2ccccc2C1)S(=O)(=O)c1ccc2c(c1)c(=O)n(C)c(=O)n2C
 : -1, 3, 0.5, -15, 6, -2, 2, nt, -3, -0.4
CSc1nc(N2CCOCC2)c2c(c1C#N)CCCCC2
 : nt, 2, -4.1, -6, 1, -1, 1, -3, 5, -1.1
CC(Oc1ccc2c3c(c(=O)oc2c1)CCCC3)C(=O)NCCCn1ccnc1 (stereo unspecified)
 : -2, 0, 1.6, -7, 1, -7, 6, -5, -4, -1.1
CN(C1=NC(=O)C(CC(=O)Nc2ccc(Br)cc2)S1)c1ccc(O)cc1 (stereo unspecified)
 : 2, 3, -1.8, -4, -44, -8, -10, -4, 1, -4.0
COc1ccccc1CNS(=O)(=O)c1cc(C(=O)NCc2ccccn2)c(Cl)cc1Cl
 : -2, -6, 0.8, -3, 15, -3, 1, -2, 15, -2.3
O=C(NCCc1ccccc1)C1CCN(C(=O)Nc2ccccc2)CC1
 : 19, -4, -0.2, 2, 1, -15, 25, -2, -2, -1.7
CCN(CC)C(=O)c1sc2c(c1C)c(=O)n(-c1ccc(C)c(C)c1)c(=O)n2CC(=O)NCC1CCCO1 (stereo unspecified)
 : -1, 0, 0.1, -10, 7, -5, -8, -4, 1, -0.4
COCCCNC(=O)Cn1c(=O)oc2cc(S(=O)(=O)N3CC(C)CC(C)C3)ccc21 (stereo unspecified)
 : 1, 20*, 0.2, 0, -3, -19, 3, 5, 5, -3.1
COc1ccccc1CNC(=O)[C@H](C)NC(=O)C1CCN(C(=O)[C@@H](N)CC(C)C)CC1
 : -1, -2, -1.7, 3, -29, 2, 0, -1, 7, 0.4
C/C(N)=C(/C#N)C(=O)COC(=O)c1ccccc1C(=O)c1ccc(C)cc1
 : -1, 4, 1.8, 4, 9, -17, -4, 1, 0, -1.1
CCn1c(-c2cccs2)nc2ccccc21
 : 4, 0, 0.2, 5, -3, 8, 30, -3, -7, -1.0
O=C(CSc1nnc(-c2ccco2)o1)Nc1c(F)cccc1F
 : -5, -2, -1.6, 4, -1, 2, 8, -3, -2, 0.0
Cn1c(=O)c2c(nc(SCCN3CCOCC3)n2C)n(C)c1=O
 : -4, -1, -4.3, -4, 2, 0, 6, nt, 8, 0.8
O=C(Cc1c(Cl)cccc1Cl)OCC(=O)N1CCN(C(=O)c2ccco2)CC1
 : 26, 2, 0.7, 27, 0, -9, 9, 1, 1, -2.5
CC(C)(O)C#Cc1ccc(CN2CCN(Cc3ccsc3)C(CCO)C2)cc1 (stereo unspecified)
 : -10, 2, -0.6, 3, nt, -4, -3, 0, -3, -2.9
Cc1ccc(C(=O)Oc2coc(CSc3nnc(NC(=O)C4CC4)s3)cc2=O)cc1
 : -1, 0, 1.7, 3, 0, 2, -2, -1, -3, -0.4
O=C(N1CCN(Cc2ccccc2)CC1)C12CC3CC(CC(C3)C1)C2
 : nt, 6, 0.2, 18, 0, 2, -7, -1, -2, -1.2
Cc1ccc(S(=O)(=O)N2CCN(c3ccc(C(=O)N4CCOCC4)cc3[N+](=O)[O-])CC2)cc1
 : -4, 2, -2.2, -8, -2, -3, -12, -1, -2, 0.1
Cc1ccc(-n2c(SCC(=O)Nc3cccc(S(=O)(=O)NC4=NCCCCC4)c3)nc3ccccc3c2=O)cc1C
 : nt, 1, -1.2, 1, 0, -4, -1, -3, 14, -0.1
CC(=O)Nc1ccc(-c2csc(-c3cccnc3)n2)cc1
 : 22, -3, -0.5, -8, 4, 5, nt, nt, -1, -5.2
COc1ccc2nc(SCC(=O)NCc3ccc(OC)c(OC)c3)[nH]c2c1
 : -1, -2, 0.8, -2, -6, -3, 2, 0, -1, -1.8
NC(CSC1(c2ccccc2)c2ccccc2-c2ccccc21)C(=O)O (stereo unspecified)
 : 0, -2, -0.1, 1, -1, -9, 16, -3, -3, 1.1
CN(C)CCCn1c(-c2ccccc2)nc(=S)c2c1CCCC2
 : nt, 4, -0.7, 4, 7, -4, -3, -3, -2, -1.0
CCOC(=O)c1c(O)c(Cl)c(C)[nH]c1=O
 : 1, 1, 0.6, 0, 4, 2, 1, -2, -2, -0.2
CCN(CC)c1ccc(/C=N/Nc2ccc(C)cc2)c(O)c1
 : 15, 1, -1.1, -7, -7, -5, 3, -3, 3, -1.8
Fc1ccc(Oc2cnns2)cc1
 : -1, 0, -0.4, 5, 3, 1, 10, -1, -3, -2.0
Cc1cc(C)nc(SCC(=O)N/N=C/c2cccnc2)n1
 : 0, 7, -1.7, 0, 1, -2, -3, -1, 0, -1.8
CCOc1ccc(C(NC(=O)c2ccco2)c2ccc(OC)c(OC)c2)cc1 (stereo unspecified)
 : -2, 6, -1.4, 3, 15, -11, -1, -3, -3, -1.8
O=C(c1ccc([N+](=O)[O-])cc1[N+](=O)[O-])N1CCc2ccccc21
 : 1, -1, 0.8, -19, 6, -4, nt, 1, 2, 0.2
CCN(CC)C(=O)C1CCCN(c2ccc([N+](=O)[O-])cc2/C=N/NC(=O)c2ccccc2)C1 (stereo unspecified)
 : nt, 6, nt, 1, -13, -6, 3, -1, -6, -0.2
Cc1ccc(S(=O)(=O)N(C)c2ccc3c(ncn3C)c2[N+](=O)[O-])cc1
 : -1, 1, -2.0, -9, -3, 0, 13, -2, -2, 0.0
O=C(CCCCCCCC(=O)NCC1CCCO1)NCC1CCCO1 (stereo unspecified)
 : -2, 0, -0.9, -1, nt, 4, nt, 1, -3, -1.2
CCc1nnc(NC(=O)CCN2C(=O)c3ccccc3C2=O)s1
 : nt, 4, 0.6, 0, -11, 6, -6, nt, 2, -0.8
COc1cc2c(cc1OC)CN(C(=O)CCN1C(=O)C3CCCCC3C1=O)CC2 (stereo unspecified)
 : 0, -4, 2.4, 1, 1, -2, 9, nt, 4, -0.5
Cc1c(Nc2ccc(C=O)cc2)c(=O)n(-c2ccccc2)n1C
 : 0, -1, 0.3, 0, 8, 6, -4, -1, 2, 0.2
COc1ccccc1OCc1ccc(C(=O)Nc2ccccc2F)cc1
 : nt, 1, -2.3, -3, -2, -5, 52, -1, 3, -1.7
CC1(C)Cc2c(c(N3CCOCC3)nc3sc4c(NCc5ccccc5)nnnc4c23)CS1
 : nt, 2, -1.9, 1, -8, -15, -25, -3, -4, -3.9
O=C1c2ccccc2C(=O)N1S(=O)(=O)c1ccccc1
 : 0, -1, 0.7, 6, -7, -1, 1, 13, -3, -1.4
CCCCCCCCCCn1ccc(=N)cc1
 : -16, 4, 0.2, -8, -1, -6, nt, 0, -2, -1.5
COc1ccc(CC(CC(=O)O)C(=O)Nc2ccc(OC)cc2)cc1 (stereo unspecified)
 : -1, 2, 0.3, -3, -24, -1, nt, 0, 5, 0.4
CC1CN(CCC(=O)Nc2ccc3c(c2)OCO3)CC(C)O1 (stereo unspecified)
 : nt, 0, 0.3, 5, nt, -3, 16, -1, 9, -1.8
COC(=O)CCC(=O)OC1(C)C(=O)C=C2C=C(C3CC3)N(c3ccccc3)C=C2C1=O (stereo unspecified)
 : 0, -2, 0.1, -6, -5, 2, -7, -5, 3, -0.4
Cc1cccnc1NC(=O)c1ccc(Cl)c(S(=O)(=O)N2CCCCC2)c1
 : -1, 1, -1.3, -13, -4, -6, -2, -1, 8, -2.3
Cc1ccc(S(=O)(=O)NCc2cccnc2)cc1C
 : 4, 4, 0.9, 1, -2, 2, 11, -1, -6, nt

The order is random; overall some 4.1% were active at least once.
